# b-catenin transl = alters nuclear translocation of beta-catenin in HeLa cells; immunofluorescence imaging; nuclear translocation activity, % at 5 µM; 190,000 tested, 0.3% active; AID 1665;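 active means nuclear translocation activity above 50% at 5 µM, with a well cell count of 50 or more; inconclusive means wells under 50 cells across six images, flagged as toxic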;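 further: per-cell ratio of nuclear to cytoplasmic median beta-catenin stain intensity; plate controls were DMSO negative control for no effect and GSK-3 inhibitor IX positive control for full effect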
#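 Read-out: Nuclear/cytoplasmic beta-catenin signal ratio, % activation | Assay system: Human HeLa cell line | Times: 24 h compound exposure at 37°C, 5% CO2 | Signal: Fluorescence imaging of beta-catenin antibody stain plus DAPI | Dosing: 5 µM primary, 0.02–20 µM confirmation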
# Dynein transport = dynein cargo transport inhibition. 220,000 tested, 0.47% active. AID 1381. 3617.4 mouse cells, GR-EGFP nuclear translocation imaging; test concentration mostly 20 µM; stimulated with dexamethasone, 1 µM; stronger effect = lower value. z-score, hits read low;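 active means plate z-score of nuclear minus cytoplasmic receptor signal below a set negative limit, without overly bright fluorescence or cell loss, cut at about -3.5 in these data, passing the limit was not always enough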;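 further: z-score of nuclear minus cytoplasmic ring GR-EGFP intensity difference per well; some compounds called inactive have numbers as strong as hits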
#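 Buffer or medium: Induction medium lacking tetracycline, stripped serum | Also added: Dexamethasone agonist, 1.0 µM final, for 30 min | Timing: 48 h induction, 1 h compound, 30 min dex at 37 °C | Detection: Formaldehyde fixation, Hoechst nuclear stain, 10x automated fluorescence imaging | Measure: Nuclear versus cytoplasmic GR-EGFP signal, averaged per well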
# Ins promoter up = MIN6 insulin promoter up-regulation; AID 1625; 190,000 tested, 0.3% active; z-score at 5 µM; MIN6 insulin promoter-GFP reporter, high-content imaging; stronger effect = higher value;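 active means z-score above 3 at 5 µM with at least 500 cells counted in the well; inconclusive means wells under 500 cells, flagged as cytotoxic or low count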
# HIV fusion peptide = inhibitors of HIV fusion peptide binding, primary screen, biochemical, uHTS, fluorescence dequenching (AID 1986); 290,000 tested, 0.3% active; cell-free peptide binding, fluorescence dequenching, 30 min; higher % means a stronger effect; inhibition, % at 20 µM; hits with a dose series show IC50 in µM; in the data active means inhibition mostly above about 52%, no sharp cut-off; inactive means mostly below about 76%; further: some results filed as inactive read as strong as hits
# AID2073 = disruptors of CaV2.2 binding to Mint1 – biochemical, HTRF (AID 2073); 290,000 tested, 0.19% active; one-dose inhibition, % at 20 µM; IC50 in µM for titrated hits; HTRF protein-protein interaction, Mint1-CaV2.2; higher % means a stronger effect; in the data active means inhibition mostly above about 51%, no sharp cut-off; inconclusive means no clear call, values can overlap the other calls; inactive means mostly below about 53%; further: some results filed as inactive read as strong as hits
# MT stabilize HCS = microtubule stabilizers in HeLa cells; HeLa tubulin immunostaining HCS, 24 h; share of cells brighter than vehicle mean+2SD; % tubulin-high responders, % at 10 µM; 200,000 tested, 0.83% active;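 active means plate Z-score above 3 for both tubulin-high and condensed-nucleus cell shares, with cell loss under 80%, at 10 µM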;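 further: anti alpha tubulin signal scored within the nucleus-defined area of each cell; some results filed as inactive read as strong as hits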
# Autophagy mod = alters autophagy in cells; calls only at 10 µM (by protocol); MEF GFP-LC3 puncta imaging; test concentration mostly 10 µM; 190,000 tested, 0.98% active; AID 463193;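 active means percentage of spot-positive cells more than 3 SD above its plate mean, without a fluorescence outlier flag or 80% toxicity; inconclusive means no clear call, values can overlap the other calls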;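 further: spot-positive cell cutoff set from DMSO-treated cells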
# Yfh1-off respiration = enhancers of respiration in Yfh1-depleted yeast, dose response, Friedreich's ataxia, plus single-dose screen (AID 1465) | S. cerevisiae Yfh1-off respiration, WST-1 reduction, 72 h; higher fold induction means a stronger effect | 220,000 tested, 0.074% active | fold induction at 50 µM; hits with a dose series show EC50 in µM;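 active means fold induction of absorbance versus untreated yeast above a set limit, then at least 30% activation at any dose in follow-up; inconclusive means repeats straddling the limit, or above it without dose testing; inactive means fold induction below the set limit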;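 further: activators that raise dye reduction in frataxin-depleted yeast; strong numbers were not always called active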
# WT yeast gro inh = growth inhibition of WT yeast, mitochondrial fusion screen; mitochondrial fusion phenotypic screen, WT strain; inhibition, % at 10 µM; 190,000 tested, 2.1% active; AID 1362; in the data active means inhibition above about 58%; tested in S. cerevisiae
# WT yeast gro inh mutant strain = also measured in WT yeast gro inh; calls as there; inhibition, %; mitochondrial fusion phenotypic screen, mutant strain inhibition
# Dynein transport cytoplasmic EGFP = also measured in Dynein transport; calls as there; z-score; measured here: cytoplasmic GR-EGFP intensity; stronger effect = higher value
# Dynein transport nuclear GR-EGFP = also measured in Dynein transport; calls as there; z-score; measured here: nuclear GR-EGFP intensity;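 lower value marks the stronger effect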
# Dynein transport cell count = further read-out of Dynein transport, marked with its call; z-score; measured here: cell count per field
# Ins promoter up cell count = recorded beside Ins promoter up, whose call it bears; cell count; measured here: cytotoxicity, nuclei count;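 total cells summed across four imaged fields per well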
# b-catenin transl cell count 5 µM = also measured in b-catenin transl; calls as there; cell count; measured here: cell count, cytotoxicity flag
# MT stabilize HCS Hoechst-high % = also measured in MT stabilize HCS; calls as there; % Hoechst-high responders; measured here: nuclear condensation Hoechst responders;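 share of cells brighter than vehicle mean plus two SD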
# MT stabilize HCS cytotoxicity % = recorded beside MT stabilize HCS, whose call it bears; toxicity, %; measured here: cytotoxicity by cell density;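 0% = mean cell density of plate MIN control wells and 100% = no cells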
# Autophagy mod cell loss 18 h = further read-out of Autophagy mod, marked with its call; toxicity, %; measured here: cell loss, nuclei count;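 cell loss after 18 h compound exposure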
# Active calls of the source: *; i = inactive; u = inconclusive; x = not tested or not shown. Outcome played no part in choosing rows; overall some 4.2% were active at least once.
SMILES,b-catenin transl,b-catenin transl cell count 5 µM,Dynein transport,Dynein transport cytoplasmic EGFP,Dynein transport nuclear GR-EGFP,Dynein transport cell count,Ins promoter up,Ins promoter up cell count,HIV fusion peptide,AID2073,MT stabilize HCS,MT stabilize HCS Hoechst-high %,MT stabilize HCS cytotoxicity %,Autophagy mod,Autophagy mod cell loss 18 h,Yfh1-off respiration,WT yeast gro inh,WT yeast gro inh mutant strain
CCOc1ncccc1C(=O)N1CCN(c2cccc(C)c2C)CC1,185.6*,340*,-0.189,-0.206,0.716,-1.32,x,x,-0.9%,-5.2%,11.4*,42.0*,56.2*,i,57.8,i,10.3,11.1
COc1ccc(S(=O)(=O)NC(CC(=O)NCc2ccco2)C(C)C)cc1 (stereo not drawn),3.7,1087,-0.685,-0.123,-0.157,0.863,-0.35,1640,1.6%,-0.7%,1.8,3.9,6.1,i,6.4,i,-15.5,3.5
CSc1ccc(CN2CCC(C(=O)NCc3ccc(C)cc3)CC2)cc1,5.8,883,0.625,-0.146,0.686,-0.329,-0.16,1512,-2.4%,17.5%,2.4,2.3,4.8,i,1.1,i,13.7,34.9
Cc1ccc(NS(=O)(=O)c2cc(C(=O)N3CCN(C)CC3)ccc2C)cc1,x,x,-0.832,-0.239,-0.589,-0.433,x,x,-0.2%,-3.3%,2.9,1.9,7.8,i,0.5,i,-11.0,-3.5
CCOC(=O)C1CCN(C(=O)CNS(=O)(=O)c2cccs2)CC1,1.7,1097,-1.05,-0.202,-0.209,0.57,-0.8,1212,-1.7%,6.5%,2.3,1.9,1.2,i,-17.2,i,9.6,11.8
S=c1[nH]c2cc3c(cc2[nH]1)OCCO3,0.0,1355,-0.698,-0.257,0.454,0.0482,-0.45,1174,-2.8%,-0.2%,x,x,x,x,x,i,x,x
Clc1cc2c(c(Cn3cnc4ccccc43)c1)OCOC2,8.9,894,-0.983,-0.291,0.276,0.382,0.05,1100,-0.9%,9.5%,4.8,3.3,4.7,i,14.2,i,-9.6,-8.9
CCOC(=O)c1c(C)n(C)c2cc([N+](=O)[O-])c(O)c([N+](=O)[O-])c12,2.0,1015,0.726,-0.24,0.325,0.0482,-0.22,1441,-3.7%,2.6%,x,x,x,x,x,i,x,x
COC(=O)C1C(c2ccc(OC)cc2)NC(=O)NC1(O)C(F)(F)Cl (stereo not drawn),-3.3,1157,1.12,-0.161,0.17,0.0223,-0.03,1421,-1.7%,-3.4%,2.2,1.9,3.6,i,21.4,i,1.2,2.0
CCCCOC(=O)C(C)c1c(C)[nH]c(=S)[nH]c1=O (stereo not drawn),-1.7,893,-0.605,-0.264,-0.903,-0.17,0.48,1429,-1.2%,-22.3%,4.4,2.0,4.1,i,4.8,i,-1.9,6.9
Cc1ccc(Sc2nc3c(c(=O)[nH]c(=O)n3C)n2CCc2ccccc2)cc1,-2.1,1059,-0.263,-0.237,-0.146,0.309,-0.83,1937,4.2%,u,2.1,5.3,8.4,i,-0.1,i,-3.1,-9.6
O=C(NCc1ccccc1)c1cccc(NC(=O)c2ccco2)c1,-1.2,1256,-1.23,-0.231,-0.635,0.837,0.05,976,0.4%,-3.9%,2.9,1.8,4.1,i,-0.5,i,2.9,3.5
CCOCCCNC(=O)C(C)NS(=O)(=O)c1ccc(C)cc1 (stereo not drawn),x,x,-0.458,-0.281,0.223,0.281,0.65,1302,0.2%,9.4%,2.0,1.6,25.7,i,0.4,i,-3.6,5.6
COCCn1c(-c2cccc([N+](=O)[O-])c2)nc2c1c(=O)[nH]c(=O)n2Cc1ccccc1,2.3,1019,-0.145,-0.219,0.332,-0.505,-0.34,1379,0.4%,1.3%,0.9,2.0,6.5,i,3.5,i,-14.0,-17.6
CC(/C=C1\SC(=Nc2cccnc2)NC1=O)=C\c1ccccc1,8.6,1015,1.74,-0.228,0.805,-0.67,0.8,1325,2.3%,32.5%,x,x,x,x,x,i,x,x
CCCCc1nc(NCCNC(=O)c2ccccc2)c(C#N)c2c1CSC(C)(C)C2,-9.3,1210,-0.127,-0.27,0.0239,0.391,x,x,3.2%,25.1%,1.4,1.3,7.5,i,-1.2,i,39.2,11.6
N#CC(C(=O)NC1CCCCC1)=C1CCCCCC1,x,x,0.938,-0.253,0.0905,-0.478,0.06,1195,0.7%,3.6%,6.3,3.4,10.8,i,3.3,i,-0.8,-20.6
O=c1cc(O)nc(-c2ccc(Cl)cc2)s1,-2.1,956,1.16,-0.286,0.613,-0.237,-0.14,1568,-0.7%,37.7%,4.7,2.0,6.4,i,1.2,i,3.5,8.2
COc1cccc2cc(C(=O)C3=C(O)C(=O)N(CCN4CCOCC4)C3c3cccs3)oc12 (stereo not drawn),-5.5,929,-0.73,-0.0283,-0.104,-0.354,-0.89,1572,-1.9%,-0.9%,5.0,2.1,6.0,i,-3.9,i,x,x
COc1cccc(C(C(=O)Nc2ccc(F)cc2)N(C(=O)Cn2nnc3ccccc32)C2CC2)c1 (stereo not drawn),x,x,-0.432,-0.226,-0.497,0.595,x,x,1.6%,8.6%,1.5,2.7,8.3,i,2.1,i,0.0,5.3
CN1CCOCCOCCN(C)C(=O)N2CCOCCOCCN(CCOCC2)C1=O,0.7,1035,-0.0547,-0.138,0.112,0.757,-0.17,890,-1.3%,-8.4%,2.2,2.4,6.5,i,-9.6,i,-11.1,-27.5
COc1cc2c(=O)n(CC3CCCO3)c(=O)n(CC(=O)Nc3cccc(Cl)c3)c2cc1OC (stereo not drawn),x,x,-0.912,0.155,-0.45,1.73,0.06,976,0.1%,-2.4%,2.7,1.6,8.0,i,-8.5,i,-5.3,-13.3
O=C(NNc1ccc(Cl)nn1)c1ccc(Cl)cc1,-0.2,498,2.15,-0.278,1.14,-1.44,-0.53,1056,-0.5%,-9.3%,3.4,1.7,0.8,i,-7.2,i,16.5,-3.0
CCOc1cc(/C=N/NC(=O)C(C)Sc2ccccn2)ccc1O (stereo not drawn),-3.0,1155,0.494,-0.256,0.144,0.0271,-0.04,1488,1.6%,-10.7%,10.5,2.2,5.2,i,5.8,i,13.3,10.1
CCCOc1ccc(-c2nc(N)n[nH]2)cc1,0.6,1273,-0.00946,-0.318,0.0761,-0.17,0.61,1587,0.3%,-0.9%,4.4,2.8,6.0,i,12.7,i,-6.3,-8.5

# Next part
SMILES,b-catenin transl,b-catenin transl cell count 5 µM,Dynein transport,Dynein transport cytoplasmic EGFP,Dynein transport nuclear GR-EGFP,Dynein transport cell count,Ins promoter up,Ins promoter up cell count,HIV fusion peptide,AID2073,MT stabilize HCS,MT stabilize HCS Hoechst-high %,MT stabilize HCS cytotoxicity %,Autophagy mod,Autophagy mod cell loss 18 h,Yfh1-off respiration,WT yeast gro inh,WT yeast gro inh mutant strain
CC(=O)Nc1ccc(/C=C(\C#N)C(=O)NC2CCCCC2C)cc1 (stereo not drawn),2.6,1076,-0.516,-0.305,-0.125,0.744,0.5,1265,-1.1%,12.5%,3.3,2.2,0.6,i,3.7,i,4.9,6.5
CCOC(=O)C1=C(C)NC(=O)NC1c1ccc(OCC(=O)OC)c(OC)c1 (stereo not drawn),-8.7,915,0.347,-0.195,0.538,0.22,1.76,1347,-0.4%,5.3%,2.7,3.7,5.4,i,2.6,i,-13.9,6.3
COc1ccc(OC)c(NC(=O)C2COc3ccccc3O2)c1 (stereo not drawn),0.2,1247,-0.53,-0.221,-0.393,1.04,1.25,969,1.6%,8.2%,1.1,1.8,6.2,i,-10.7,i,16.9,13.3
COc1cc(/C=C(\C#N)c2ccccn2)ccc1OCC(=O)Nc1cccc(C(F)(F)F)c1,x,x,-0.616,-0.23,-0.601,0.333,-0.04,1302,3.3%,8.4%,5.4,52.3,25.2,i,4.8,i,-24.0,-54.6
CS(=O)(=O)N(CC(=O)NCc1ccc2c(c1)OCO2)c1cccc(Cl)c1,0.9,1041,0.486,-0.332,0.17,-0.186,-0.32,1497,-1.5%,3.5%,2.7,1.2,0.3,i,-1.7,i,2.5,-16.6
N#C/C(=C\c1cn(CC(=O)N2CCCC2)c2ccccc12)C(=O)NCc1ccc2c(c1)OCO2,-2.0,1028,1.06,-0.232,0.841,-1.17,0.52,1375,-4.3%,-0.5%,3.0,1.5,6.8,i,9.7,i,-5.3,26.8
O=C(NCc1ccc2c(c1)OCO2)C1CC(c2cccc(Br)c2)=NO1 (stereo not drawn),1.8,1478,-0.262,-0.262,0.0343,0.0505,0.95,1528,0.1%,1.3%,2.8,1.0,8.7,i,-2.3,i,15.3,-6.5
N=c1sccn1CC(=O)Nc1ccc(S(=O)(=O)N2CCOCC2)cc1,2.6,1133,0.0938,-0.0284,-0.0432,0.311,-0.06,1201,-1.4%,-2.4%,3.1,1.5,5.1,i,-2.8,i,0.4,-22.9
CC(=O)Nc1ccc(N(C(=O)c2ccco2)C(C(=O)NC2CCCC2)c2cccs2)cc1 (stereo not drawn),-1.1,1042,-1.01,-0.168,-0.647,-0.222,0.39,1239,-0.7%,7.3%,2.0,1.9,6.3,i,-2.6,i,-1.8,-20.4
Cc1noc(C)c1CSc1nnc2scc(-c3ccc(Cl)cc3)n12,-0.1,1231,-0.143,-0.265,-0.0541,0.939,-0.45,1150,1.9%,23.8%,3.6,2.6,6.8,i,-10.3,i,9.5,17.1
O=C(Oc1cccnc1)c1ccc([N+](=O)[O-])cc1Cl,x,x,-2.18,0.158,-1.04,0.384,-0.1,1263,-0.1%,-11.3%,2.7,3.2,3.8,i,-6.5,i,11.3,-6.0
COc1cc(C)c(/C=C(\C#N)C(=O)Nc2cccc(C)c2)cc1C(C)C,x,x,0.534,-0.243,0.378,0.476,0.85,1285,0.6%,4.3%,3.4,3.1,4.3,i,-16.2,i,-2.5,27.3

# High-throughput results from PubChem BioAssay.
